HMGR II inh: inhibitors of class II HMG-CoA reductase from Enterococcus faecalis. purified E. faecalis HMGR, NADPH absorbance 340 nm kinetic. inhibition, % at 10 µM. actives 0.41% (n = 190,000). AID 1066;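 active = inhibition above a set limit, the median over all tested compounds plus 3 SD, cut at about 9.5% in these data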;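 also: enzyme runs in reverse so mevalonate oxidation gives rising NADPH absorbance; 0% = complete reaction with DMSO and 100% = background rate lacking mevalonate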
TNAP act hi DEA: activators of human TNAP at high phosphate acceptor concentration; P05186; purified TNAP, CDP-star luminescence, 1 M DEA, 30 min; active compounds read high; 0 = EDTA background, 1 = DMSO-only activity; activation factor at 20 µM; 200,000 tested, under 10 active;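 active = activation factor at least 2 at 20 µM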
Target sequence (P05186 whole entry, looked up): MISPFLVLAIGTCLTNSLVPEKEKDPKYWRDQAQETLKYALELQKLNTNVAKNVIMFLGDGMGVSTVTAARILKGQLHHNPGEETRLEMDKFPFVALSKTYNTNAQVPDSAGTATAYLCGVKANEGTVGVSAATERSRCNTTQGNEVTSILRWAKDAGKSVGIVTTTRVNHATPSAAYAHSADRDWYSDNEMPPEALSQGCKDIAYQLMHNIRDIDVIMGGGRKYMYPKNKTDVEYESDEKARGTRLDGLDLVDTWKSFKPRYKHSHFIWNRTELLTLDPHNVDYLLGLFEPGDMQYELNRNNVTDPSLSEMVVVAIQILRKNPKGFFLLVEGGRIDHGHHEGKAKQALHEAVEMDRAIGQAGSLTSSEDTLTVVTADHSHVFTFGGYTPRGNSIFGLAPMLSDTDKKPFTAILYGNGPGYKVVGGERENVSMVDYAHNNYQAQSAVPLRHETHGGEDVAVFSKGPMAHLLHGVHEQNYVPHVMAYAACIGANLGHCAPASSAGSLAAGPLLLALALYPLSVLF
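Dosing: 20 µM single point. System: human TNAP. Amount: TNAP 1/800 final. Incubation: 30 min, room temperature. Read-out: TNAP activation factor scaled between EDTA and DMSO control wells. Signal: luminescence from CDP-star hydrolysis. Medium: 1 M DEA, pH 9.8, Mg2+, Zn2+. Control set: EDTA negative control, DMSO positive control.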
Diaph act CS: activates diaphorase or chemically reduces, flagging diaphorase assay artifacts; activation factor at 20 µM; Diaphorase/resazurin coupled assay, resorufin fluorescence, 16 min; active compounds read high; 1 = vehicle wells, 0 = NADH-free wells; actives 0.005% (n = 190,000);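 active = diaphorase activity raised at least twofold by the compound at 20 µM; inactive = activation factor below 2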
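Material: purified diaphorase enzyme from Clostridium kluyveri; Also added: 0.114 mM NADH and 0.1 mM resazurin, final amounts; Doses: single compound dose of 20 µM, 1% DMSO final; Times: 16 min enzyme reaction, ambient temperature; Detection: resorufin fluorescence, excitation 544 nm, emission 590 nm; Measure: increased resorufin signal from activators or reducing compounds.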
PMI activator: activators of human phosphomannose isomerase. P34949. purified human PMI, coupled resazurin fluorescence, 20 min; active compounds read high; 1 = vehicle control, 0 substrate-free wells. activation factor at 20 µM. actives 0.005% (n = 190,000). AID 1214;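 active = activation factor of 2 or more at 20 µM, relative to plate controls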
FLuc act counter: affects firefly luciferase, flagging false hits in luciferase stimulation screens | P08659 | ATPlite luciferase biochemical, luminescence, 10 min; 0 = ATP-free wells, 1 = DMSO control | activation factor at 10 µM | 200,000 tested, under 10 active;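 active = luciferase activation factor, scaled between plate controls, of at least 2 with compound at 10 µM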
Target sequence (P08659 whole entry, looked up): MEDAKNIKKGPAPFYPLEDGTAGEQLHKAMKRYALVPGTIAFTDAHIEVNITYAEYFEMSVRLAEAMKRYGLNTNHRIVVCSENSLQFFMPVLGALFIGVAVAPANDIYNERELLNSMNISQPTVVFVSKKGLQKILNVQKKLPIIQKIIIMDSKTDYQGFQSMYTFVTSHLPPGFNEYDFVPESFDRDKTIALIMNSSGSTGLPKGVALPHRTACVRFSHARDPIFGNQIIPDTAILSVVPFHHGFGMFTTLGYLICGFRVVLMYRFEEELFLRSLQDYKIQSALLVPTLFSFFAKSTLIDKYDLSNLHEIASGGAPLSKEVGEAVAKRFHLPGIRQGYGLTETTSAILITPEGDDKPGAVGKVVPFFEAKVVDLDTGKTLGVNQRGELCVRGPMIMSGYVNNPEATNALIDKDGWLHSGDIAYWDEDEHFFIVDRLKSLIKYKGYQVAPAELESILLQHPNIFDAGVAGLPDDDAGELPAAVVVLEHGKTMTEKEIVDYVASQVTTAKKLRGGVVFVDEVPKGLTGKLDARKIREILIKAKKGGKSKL
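test system = cell-free luciferase reagent | medium = PBS as buffer for the ATP substrate | dosing = test compounds dosed from 2 mM stocks in 100% DMSO | incubation = 10 min at ambient temperature | detection = luminescence measurement of luciferase light output | benchmarks = low control with PBS replacing ATP, high control enzyme plus ATP without compound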
G6PDH CS: L. mesenteroides G6PDH inhibition counter-screen. actives 0.12% (n = 200,000). Purified L. mesenteroides G6PDH, diaphorase/resazurin coupled fluorescence, 45 min. AID 1020. inhibition, % at 5 µM; in the data active = inhibition above about 50%
Diaph inh CS: counter-screen for diaphorase-based assays: diaphorase inhibitors and chemical oxidizers; diaphorase resazurin-to-resorufin fluorescence, NADH, 16 min; bacterial (C. kluyveri) enzyme, not human; inhibition, % at 20 µM; actives 0.69% (n = 190,000); AID 1217;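 active = primary screen inhibition at 20 µM above a set limit, cut at about 50% in these data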;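 also: plate controls were DMSO with full reaction for no effect and wells lacking NADH for full effect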
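Test system: diaphorase enzyme from Clostridium kluyveri; amount: diaphorase at 0.14 U/mL in enzyme working solution; detection: fluorescence of resorufin formed from resazurin, Ex 544/Em 590 nm; times: reaction incubation of 16 min at room temperature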
TNAP inh noacc: TNAP (human) inhibition, acceptor-free conditions. AID 1012. actives 0.26% (n = 200,000). P05186. purified TNAP, CDP-star luminescence, 30 min. inhibition, % at 20 µM;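 active = tissue-nonspecific alkaline phosphatase inhibition above about 50% at 20 µM in the single-dose screen, limit read from the data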;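 also: 0% = DMSO negative control and 100% = EDTA positive control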
PMI act hi M6P: activators of human phosphomannose isomerase at near-saturating mannose 6-phosphate; P34949; coupled PMI enzyme assay, resazurin fluorescence, 20 min; active compounds read high; 1 = untreated enzyme, 0 = substrate-free blank; activation factor at 20 µM; actives 0.34% (n = 190,000);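 active = activation factor of 2 or more at 20 µM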
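Material: human phosphomannose isomerase with PGI, G6PDH, diaphorase coupling enzymes. Quantity: 15 ng/mL PMI. Medium: HEPES pH 7.4 buffer with MgCl2 and Tween-20. Reagent: Near-saturating mannose-6-phosphate, 1.0 mM. Compound: 20 µM single dose. Times: enzyme reaction with compound 20 min at room temperature. Detection: resorufin fluorescence at Ex 544/Em 590 nm.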
TNAP inh hiacc: blocks human TNAP under high phosphate acceptor concentration | P05186 | purified TNAP, CDP-star luminescence, 1 M DEA | inhibition, % at 20 µM | actives 0.03% (n = 200,000) | AID 1135;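 active = over 50% inhibition of tissue-nonspecific alkaline phosphatase at 20 µM in the single-dose screen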;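 also: plate controls were DMSO wells for no effect and EDTA-quenched wells as full inhibition for full effect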
Starred values were filed as active, the others as inactive; . = not tested or not shown.

SMILES	HMGR II inh	TNAP act hi DEA	Diaph act CS	PMI activator	FLuc act counter	G6PDH CS	Diaph inh CS	TNAP inh noacc	PMI act hi M6P	TNAP inh hiacc
CN(C)c1ccc(/C=N/NC(=O)c2cccc(C(=O)N/N=C/c3ccc(N(C)C)cc3)n2)cc1	1	1	.	.	0.8	10	.	-1	.	0
CSc1ccc(/C=N/Nc2nc(C)cc(=O)[nH]2)cc1	0	1	1	1.5	0.3	-4	3	-32	1.2	2
CN(Cc1nc(-c2cccs2)no1)CC1(N2CCOCC2)CCCCC1	-1	1.1	0.3	1	1.1	13	74*	-9	1.1	-7
Cc1ccsc1/C=N/NC(=O)c1ccc(Cn2cc(Br)cn2)o1	-2	1.1	0.9	0.9	1	6	10	-10	0.8	-5
Cc1ccc(S(=O)(=O)N(C)Cc2ccc(C(=O)NN=C(CC(C)C)CC(C)C)cc2)cc1	-3	1	0.8	0.8	1	3	21	-2	0.9	-1
CCCOc1ccc(N2C(=O)CC(N3CCN(S(=O)(=O)c4ccccc4)CC3)C2=O)cc1 (configuration not stated)	2	1	0.9	1.1	1.1	5	9	14	1	-5
O=c1[nH]c2ccc(F)cc2[nH]c1=O	-3	1.1	0.9	0.9	1.1	1	13	-21	0.8	-8
Cc1ccc(NC(=O)CN(c2ccc(Cl)cc2)S(=O)(=O)c2cc([N+](=O)[O-])ccc2Cl)cc1	-3	1	0.9	1.1	1.1	10	11	3	1	-4
O=C(Nc1ccc(F)cc1F)c1cc2ncc(Br)cn2n1	-3	1	0.8	0.9	1.1	-2	18	-4	1	0
CN(c1ccc(C(=O)NCCSC(C)(C)C)cc1)S(C)(=O)=O	-7	1	0.8	0.9	1	-2	23	-11	1	-2
Cc1nn(C)cc1NC(=O)c1cc2nc(-c3ccco3)cc(C(F)(F)F)n2n1	0	1	0.9	0.9	1	20	10	-9	0.9	-3
CC1CCCC(C)N1C(=O)CSc1nnc(COc2cccc3cccnc23)o1 (configuration not stated)	0	1	.	.	1	5	.	-3	.	4
CCOC(=O)C1=C(N)Oc2cc(O)ccc2C1c1ccc([N+](=O)[O-])cc1 (configuration not stated)	-7	1	0.7	0.8	1	17	27	-1	0.8	-2
CN1C=CC=C/C1=C1\SC(=S)N(C2CCCCC2)C1=O	-1	0.8	0.7	0.9	1	7	25	15	0.9	23
Nc1ncncc1-c1ccc([N+](=O)[O-])cc1	-3	1	0.9	0.9	1.1	0	10	-10	1	0
COC(=O)c1ccc(NC(=O)CSc2nc(C)cc(=O)[nH]2)cc1	-8	1	0.9	1	1	3	6	-12	1	-4
CCOc1ccc(S(=O)(=O)n2c(C)nc3ccccc32)cc1	4	1	1	1	1.1	-9	5	9	1	-1
c1ccc2c(c1)OCC(CNc1ncnc3nc[nH]c13)O2 (configuration not stated)	2	1	0.8	0.9	1	-5	18	-114	0.9	0
O=C1/C(=C/c2cccs2)COc2ccccc21	-5	1	0.9	0.9	0.3	-12	8	-7	0.9	2
COc1ccc(NC(=O)Cc2ccccc2F)cn1	-4	1.1	0.9	1	1	6	7	-16	0.9	-7
Cc1cc2n(n1)C(c1ccc3c(c1)OCO3)Nc1c(C)cccc1-2 (configuration not stated)	-2	1.1	0.9	0.9	1.1	-3	9	-1	0.9	-6
Nn1c(SCC(=O)NC(=O)Nc2ccc3c(c2)OCCO3)nnc1C1CC1	-3	1.1	0.8	1	0.7	-2	21	-13	0.9	-6
Cc1n[nH]c(=S)n1/N=C/c1ccc(-c2ccccc2[N+](=O)[O-])o1	-5	1	0.5	0.7	1	7	50	-3	0.8	0
CCOC(=O)C1CCCN(C(=O)c2ccc3c(c2)NC(=O)C(N2CCOCC2)S3)C1 (configuration not stated)	-2	1.1	1.1	1	1.1	8	-5	-4	1.1	-8
CN(CP(=O)(O)CCc1ccccc1)S(C)(=O)=O	-4	1	0.8	0.9	1.1	12	16	-10	1	-2

Full records, quoted from the list. Order of values: HMGR II inh | TNAP act hi DEA | Diaph act CS | PMI activator | FLuc act counter | G6PDH CS | Diaph inh CS | TNAP inh noacc | PMI act hi M6P | TNAP inh hiacc
Record of `CN(CP(=O)(O)CCc1ccccc1)S(C)(=O)=O` → -4 | 1 | 0.8 | 0.9 | 1.1 | 12 | 16 | -10 | 1 | -2
Record of `Cc1ccc(NC(=O)CN(c2ccc(Cl)cc2)S(=O)(=O)c2cc([N+](=O)[O-])ccc2Cl)cc1` → -3 | 1 | 0.9 | 1.1 | 1.1 | 10 | 11 | 3 | 1 | -4

Going on with the list.
SMILES	HMGR II inh	TNAP act hi DEA	Diaph act CS	PMI activator	FLuc act counter	G6PDH CS	Diaph inh CS	TNAP inh noacc	PMI act hi M6P	TNAP inh hiacc
COc1ccccc1/C=C(/CC(=O)NCc1ccc2c(c1)OCO2)c1nc2ccccc2s1	-6	1	0.9	0.9	1	-10	15	-2	0.9	0
Clc1ccc(-c2nc3ccccn3c2CN2CCOCC2)cc1	-7	1	1	1.1	1	22	0	9	1	0
Cc1ccc(-c2nn(-c3ccccc3)cc2/C=N/NC(=O)c2ccc3c(c2)OCO3)cc1	4	1.1	0.8	0.9	1	4	22	-11	0.9	-6
COc1ccc(Cl)cc1NC(=O)c1cccc(NC(=O)CCC(=O)O)c1	1	1.1	1	1.1	1	7	-3	-8	1.1	-6
CN(Cc1cccs1)C(=O)CSc1nc2ccccc2[nH]1	-2	1	1.2	1.1	0.9	7	-15	-26	1.1	-3
N#C/C(=C/c1ccc(F)cc1)c1nc(CCN2C(=O)c3ccccc3C2=O)cs1	-2	1	0.8	0.8	1	-19	20	-6	0.8	1
Cc1ccn2c(NC3CCCCC3)c(C)nc2c1	-1	1	0.9	1	1	17	9	8	0.9	0
COc1ccc(S(=O)(=O)N(C)c2ccc(C(=O)N3CCC(C(N)=O)CC3)cc2)cc1OC	-3	1	0.9	1	1.1	2	6	-13	1	-3
Cn1cc(/C=N/NC(=O)COc2ccccc2[N+](=O)[O-])c2ccccc21	-5	1.1	0.8	0.9	1	-5	21	-4	0.9	-5
CCN(CC)c1ccc(/C=N/NC(=S)NCc2ccccc2)c(O)c1	-2	0.9	0.8	1.1	1.1	-2	18	-152	1	5
COC(=O)c1ccncc1C(=O)Nc1ccc(F)cc1	7	1	1	1.2	1.1	8	-3	1	1.2	-5
O=C(c1sc(N2CCOCC2)nc1-c1ccccc1)N1CCCCC1	-4	1	0.9	1	1	-2	7	-7	1	1
O=C(O)c1ccc(NC(=O)c2cn(-c3ccccc3)nc2-c2ccc(F)cc2)cc1	-8	1	0.9	1.2	0.8	1	8	-14	1	-2
COC(=O)c1[nH]c2ccc(Cl)cc2c1NC(=O)C1CC1	-2	1.1	0.9	1	1.1	1	8	-15	1	-7
Cc1ccccc1NC(=O)c1ccccc1O	-3	1	1	0.8	1	2	4	-11	0.9	-3
CCOC(=O)N1CCN(S(=O)(=O)c2cc(C)c(C)cc2C)CC1	-7	1	0.9	1	1.1	-3	7	-8	1	-2
O=C(O)c1ccc2nc(-c3ccccc3)sc2c1	-3	1	0.9	1.1	0.6	0	10	-20	1.1	-2
COc1ccc(C2=NCC(CSc3nnnn3C)S2)cc1 (configuration not stated)	0	1	1	1.1	1	-1	4	-6	1.1	0
COc1ccc2c(c1)sc1nc(-c3ccccc3)cn12	-5	1	0.8	1	0	15	20	4	0.9	0
CCNC(=O)COC(=O)c1ccc(-n2nc(C)cc2C)cc1	1	1	1	1.1	1	2	4	-1	1.1	-3
Cc1cc(/C([O-])=C(/C(=S)Nc2ccc(F)cc2)[n+]2ccccc2)c(C)n1-c1ccc(F)cc1	-6	1	0.7	0.9	1	10	25	-8	0.6	0
CCOc1cccc(/C=N/NS(=O)(=O)c2ccc(C)c([N+](=O)[O-])c2)c1O	6	1	0.9	1.2	1	14	7	-9	0.9	1
C=CCNc1nc(Nc2ccc(Cl)cc2)nc(OC)n1	-4	1	0.9	1	1	6	6	-10	1	-3
COc1cc(/C=C/C(=O)O)ccc1S(=O)(=O)N1CCCc2ccccc21	-1	1	0.8	1.1	1.1	6	18	0	1	0
O=S(=O)(c1ccc(Oc2ccc3oc4ccccc4c3c2)nc1)N1CCCC1	1	1	0.9	0.9	1	2	10	-9	0.9	-3

Next results.
SMILES	HMGR II inh	TNAP act hi DEA	Diaph act CS	PMI activator	FLuc act counter	G6PDH CS	Diaph inh CS	TNAP inh noacc	PMI act hi M6P	TNAP inh hiacc
Nc1cc(N)nc(SCCOc2ccccc2F)n1	-2	1	1.1	1.3	0.9	-3	-8	-1	1.2	5
O=C(CSc1nccc(=O)[nH]1)N1CCN(c2ccccc2)CC1	-1	1	1	1.1	1.1	2	-2	-13	1	-3
Cn1c(=O)[nH]c(=O)c2c1nc(Sc1nc3ccccc3s1)n2Cc1ccccc1	1	1	0.8	0.9	1.1	1	16	-5	1	-3
Cc1cccc(OCCSc2ncnc3nc[nH]c23)c1	3	1.1	0.9	1	1.1	0	13	-12	1	-5
S=C(NCC1CCCO1)NC1CCCCC1 (configuration not stated)	-1	1	1	1	1	18	4	-4	1	1
Cc1cc(/C=C(\C#N)C(=O)Nc2ccccc2)c(C)n1-c1ccc2c(c1)OCO2	0	1	0.7	0.7	1	-25	28	2	0.7	0
CNCCCNC(=O)c1ccc(/C=N/O)nc1	-5	1	1.1	1.1	1	2	-11	-15	1.1	-4
CCCNC(=O)NC1CCCCCCC1	-1	1	1	1	1	7	4	-8	1	-4
CCOC(=O)N1CCC(NC(=O)c2csc3c2CCCC3)CC1	-2	1.1	0.8	0.9	1	6	15	-8	1	-5
O=C(O)c1c2c(nc3ccc(S(=O)(=O)N4CCC(C(=O)NC5CCCC5)CC4)cc13)CCCCC2	1	1.1	0.8	0.9	1	30	16	-15	1	-8
O=C(/C=N/O)NCC1CCNCC1	-2	1.1	0.9	0.9	1	3	12	-14	0.9	-6
COc1ccc(NC(=O)C(c2ccc(C)cc2)N(C)C(=O)c2cnccn2)cc1 (configuration not stated)	5	1	0.9	0.9	1.1	19	15	-8	0.9	-2

Screening data from PubChem BioAssay.

Outcome played no part in choosing rows, and some 1.7% of all compounds hit somewhere here.
